# proCasp7 act = procaspase-7 activators, primary screen, counter-screen for procaspase-3 activator project, biochemical, absorbance, HTS, human. Caspase-7 (Homo sapiens), P55210. actives 0.093% (n = 330,000). activation, % at 8.5 µM. recombinant procaspase-7, Ac-DEVD-pNA absorbance 405 nm; D23A/D198A/D206A triple mutant, cannot self-cleave; scale: DMSO 0, 5 µM enzyme 100;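 active means percent activation above the screen-wide mean plus 3 SD, cut at about 25% in these data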
#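 Test system: Procaspase-7 triple mutant (PC-7 D3A). Also added: Ac-DEVD-pNA substrate, 400 µM as added. Schedule: 1 h enzyme–compound preincubation and 2 h substrate reaction, both 25 °C. Signal: p-Nitroaniline absorbance at 405 nm, read at 0 and 120 min. Control set: low DMSO alone, high DMSO plus 5 µM PC-7.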
# LAP4 TOR yeast = modulators of LAP4-GFP expression in yeast, primary screen, S. cerevisiae, multiplex flow cytometry, MLPCN library | 3 h; median GFP as percent of DMSO wells | AID 2023, 2009 | GFP response vs DMSO, % at 10 µM | actives 0.34% (n = 320,000);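 active means GFP response vs DMSO above a set limit, about the screen mean plus 3 SD, cut at about 150% in these data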
# JMJD2C inh = inhibitors of GASC-1 histone demethylase, primary screen, biochemical, fluorescence, DELFIA europium. inhibition, % at 2.35 µM. actives 0.069% (n = 330,000). Lysine-specific demethylase 4C (Homo sapiens), Q9H3R0. GST-JMJD2C(1-420) H3K9me3 demethylation;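 active means more than half of a compound's replicate wells show inhibition beyond 50%, single wells judged on their own value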;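 further: signal counts dimethyl H3K9 product captured on neutravidin plate; 0% = median of DMSO wells and 100% = 0.3 times that DMSO median; strong numbers were not always called active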
# Yeast superoxide = reduction of superoxide in aged yeast, primary screen, HTS; S. cerevisiae aged cells, superoxide DHE fluorescence; stronger effect = lower value; superoxide response (% of plate mean), % at 10 µM; actives 0.18% (n = 330,000); AID 2690, 2010;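 active means superoxide response under a set limit, about three screen SD below normal, cut at about 65% in these data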;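 further: yeast aged for seven days with compound at 30 °C before DHE staining; 100% = average MFI of all compound-treated wells on the plate with controls excluded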
# MEP2-GFP yeast = modulators of MEP2-GFP levels in yeast, primary screen, S. cerevisiae, multiplex flow cytometry, MLPCN library; S. cerevisiae MEP2-GFP strain, 3 h; 100% = DMSO control level; GFP response vs DMSO, % at 10 µM; actives 0.51% (n = 330,000);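 active means GFP response versus DMSO above a set limit, roughly screen mean plus 3 SD, cut at about 180% in these data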;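 further: median GFP fluorescence of the barcode-gated MEP2-GFP cells per well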
# procasp3 activ = activators of human procaspase-3 D3A mutant, primary screen, biochemical, absorbance, PC-3 D3A mutant, single concentration; Caspase-3 (Homo sapiens), P42574; recombinant procaspase-3 D3A, Ac-DEVD-pNA absorbance 405 nm; activation, % at 8.5 µM; actives 0.11% (n = 330,000); AID 463141, 2010;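 active means activation above the mean of all tested compounds plus 3 SD, cut at about 21% in these data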;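 further: 0% = DMSO alone and 100% = DMSO wells spiked with extra 5 µM PC-3 D3A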
#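 Technique: 405 nm absorbance of p-nitroaniline, reads at 0 and 120 min; Test system: Procaspase-3 D3A mutant; Incubation: 1 h enzyme-compound preincubation, then 2 h substrate reaction, 25 °C; Repeats: singlicate, each compound tested once; Benchmarks: low control DMSO wells, high control DMSO plus 5 µM PC-3 D3A.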
# AHR activator = AHR activators, primary screen, cell-based, luminescence, luciferase reporter, human; Aryl hydrocarbon receptor (Homo sapiens), P35869; activation, % at 5 µM; actives 2.5% (n = 320,000); AHR-responsive luciferase reporter cells; in the data active means activation above about 47%;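 further: 0% = vehicle wells and 100% = reference agonist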
# Target sequence (P35869 whole entry, looked up): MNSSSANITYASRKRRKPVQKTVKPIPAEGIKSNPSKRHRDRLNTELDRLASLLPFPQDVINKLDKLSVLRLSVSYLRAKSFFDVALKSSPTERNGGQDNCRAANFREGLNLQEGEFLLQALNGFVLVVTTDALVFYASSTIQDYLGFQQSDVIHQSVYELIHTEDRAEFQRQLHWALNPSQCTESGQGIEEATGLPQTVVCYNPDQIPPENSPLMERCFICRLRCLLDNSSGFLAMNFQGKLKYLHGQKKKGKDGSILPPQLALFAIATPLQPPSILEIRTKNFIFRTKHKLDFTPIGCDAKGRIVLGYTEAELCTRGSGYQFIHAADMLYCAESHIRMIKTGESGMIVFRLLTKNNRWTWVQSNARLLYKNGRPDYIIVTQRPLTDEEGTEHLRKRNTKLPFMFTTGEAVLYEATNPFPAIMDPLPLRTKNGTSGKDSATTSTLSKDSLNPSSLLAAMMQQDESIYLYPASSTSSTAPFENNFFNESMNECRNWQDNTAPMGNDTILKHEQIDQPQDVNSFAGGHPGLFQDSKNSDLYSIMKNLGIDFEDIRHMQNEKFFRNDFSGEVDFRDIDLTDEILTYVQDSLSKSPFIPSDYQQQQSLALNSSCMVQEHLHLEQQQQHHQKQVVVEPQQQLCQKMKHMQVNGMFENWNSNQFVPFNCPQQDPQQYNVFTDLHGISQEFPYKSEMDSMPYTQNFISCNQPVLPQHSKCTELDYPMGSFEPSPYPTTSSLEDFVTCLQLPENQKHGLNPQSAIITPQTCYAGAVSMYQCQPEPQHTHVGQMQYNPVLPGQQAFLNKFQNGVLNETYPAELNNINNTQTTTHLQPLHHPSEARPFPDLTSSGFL
# RPL19A-GFP yeast = RPL19A-GFP expression modulators in yeast, primary screen, cell-based, S. cerevisiae, multiplex flow cytometry, MLPCN. actives 0.3% (n = 330,000). S. cerevisiae RPL19A-GFP strain, 3 h; stronger effect = lower value. AID 2025, 2009. percent response vs DMSO, % at 10 µM;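 active means percent response vs DMSO below 50%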;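 further: median channel GFP fluorescence of the barcoded RPL19A-GFP strain; ratio of sample median GFP to plate DMSO average so 100% = DMSO; lower means less RPL19A-GFP as with rapamycin TOR inhibition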
# * marks the source's active call; other numbers are inactive results; nt = no result given; [ ] = dose if it differs, or a comment. No enrichment for hits; any-hit rate near 3.8%.
# Fields – proCasp7 act	LAP4 TOR yeast	JMJD2C inh	Yeast superoxide	MEP2-GFP yeast	procasp3 activ	AHR activator	RPL19A-GFP yeast
CC(=O)Nc1ccc(C(=O)N2CCN(S(=O)(=O)c3ccc4c(c3)OCCCO4)CC2)cc1
→ 13	113	1	72	102	1	-1	106
CC(=O)N1C(=O)NC2=C(C(=O)CCC2)C1c1cccc([N+](=O)[O-])c1 (stereo not given)
→ 2	93	4	96	100	-4	0	103
O=C1c2ccccc2C(=O)N1OCc1ccccc1
→ 1	94	-15	106	91	-9	90*	96
O=C(NCCN1C(=O)C2C3C=CC(C3)C2C1=O)NCc1ccccc1 (stereo not given)
→ 13	108	1	98	111	-3	1	104
COc1ccc(-c2cn(Cc3ccc(C(N)=O)cc3)c(-c3ccncc3)n2)cc1
→ 2	93	0	98	99	8	30	99
O=S(=O)(c1ccc2nc(N3CCN(c4ccccc4F)CC3)ccc2c1)N1CCCCC1
→ -2	90	0	114	89	3	1	91
CS(=O)(=O)Oc1ccc2c(c1)O/C(=C\c1cccc([N+](=O)[O-])c1)C2=O
→ nt	95	1	98	106	nt	nt	105
COc1ccc(N2CCN(C(=S)NC(C)c3ccccc3)CC2)cc1 (stereo not given)
→ -2	87	-6	109	99	-6	6	98
Cn1c(Cn2nnc3ccccc32)nnc1SCC(=O)N1CCc2ccccc21
→ -2	100	-16	109	100	-2	-3	96
CCOC(=O)c1ccc(NC(=S)Nc2cccc(N)n2)cc1
→ -8	109	-10	95	96	-2	4	97
Cc1ccc(S(=O)(=O)Nc2c3ccccc3nc(=O)n2-c2ccccc2)cc1
→ 12	nt	4	106	94	0	26	97
N#Cc1c(NC(=O)C2CCCO2)sc2c1CCCCCC2 (stereo not given)
→ -7	96	4	106	108	3	4	99
COc1ccccc1N=CC=C1OC(C)(C)C(C)(C)O1
→ 3	99	5	109	99	-2	1	104
COc1ccccc1C(=O)NCCC(=O)N1CCCCC1
→ 7	93	-12	94	100	4	2	104
N#CCCn1[nH]c(-c2ccccc2)cc1=O
→ -8	105	-1	73	98	-6	-2	93
CCOc1cc(/C=C\c2nc(O)c([N+](=O)[O-])c(=O)[nH]2)ccc1OC(C)CC (stereo not given)
→ 5	89	-17	93	98	-4	1	101
Cc1ccc(/C=C/C(=O)NCc2cccs2)o1
→ -17	106	-2	114	106	4	6	106
CC1CN(C(=O)c2ccc(S(=O)(=O)Nc3cccc(C(F)(F)F)c3)cc2)CC(C)O1 (stereo not given)
→ -5	95	-9	96	96	-11	4	95
CC(C)c1ccc(NC(=O)C2CC(=O)N(C(C)C)C2)cc1 (stereo not given)
→ 4	91	4	109	92	-3	12	93
CSCCC(NC(=O)c1ccco1)c1nc2ccccc2[nH]1 (stereo not given)
→ -3	97	-6	89	101	4	1	94
CCOc1ccc(NC(=O)CN(C)C(=O)c2c(-c3ccccc3Cl)noc2C)cc1OCC
→ -2	97	-2	98	93	8	12	97
CCCOc1ccc(CSc2ncn[nH]2)cc1
→ -1	106	16	90	98	-7	7	100
CC(O)CN1CCN(C(=O)CN2C(=O)NC(c3ccccc3)(c3ccccc3)C2=O)CC1 (stereo not given)
→ 16	93	0	97	105	4	-1	110
Cc1cccc(NC(=O)c2ccc3nc(N4CCOCC4)sc3c2)c1C
→ 1	104	25	108	106	4	10	103
CC(C)C(NS(=O)(=O)c1ccccc1)C(=O)N1CCN(C(=O)c2ccco2)CC1 (stereo not given)
→ -2	106	4	103	108	-3	0	107
O=C(Nc1ccc(F)c(Cl)c1)N1CCCC1
→ -7	115	-1	101	114	-2	0	101
COc1ccc(CNC(=O)COC(=O)/C=C/c2cccs2)cc1
→ -11	nt	-2	107	nt	6	-2	nt
CN(C)S(=O)(=O)c1ccc(C(=O)OCC(=O)c2csc(N3CCCCC3)n2)cc1
→ -9	104	-4	94	100	6	0	99
CC(=O)N1CCOc2ccc(S(=O)(=O)Nc3ccc(Cl)cn3)cc21
→ 4	92	5	83	93	6	-1	98
Cc1onc(-c2c(Cl)cccc2Cl)c1C(=O)N=C(N)N1CCCC1
→ -8	113	5	103	98	-2	5	101
Oc1cc(-n2cccn2)c(O)cc1-n1cccn1
→ -25	97	15	71	102	-25	1	102
Cc1cccc(C)c1NC(=O)CSc1cc(C(=O)c2nccn2C)c2ccccc2n1
→ -2	88	5	92	97	-4	13	101
Cc1ccc(/C=N/NC(=O)c2cccc(NC(=O)c3ccccc3Cl)c2)o1
→ 4	96	7	99	102	4	16	102
CCCC(=O)Nc1nc(C)c(-c2csc(Nc3ccc(Cl)cc3)n2)s1
→ -9	nt	8	nt	nt	6	65*	nt
CCOC(=O)N1CCC(NC(=O)CCC(=O)c2ccccc2)CC1
→ 5	93	5	118	96	-2	-2	92
CC(=O)c1ccc(Nc2cc(C)nc3ncnn23)cc1
→ -7	99	1	93	115	-2	0	105
COc1cc(SC)ccc1C(=O)NCCc1c[nH]c2ccccc12
→ -12	103	-4	124	103	8	28	98
Cc1c(F)cccc1NS(=O)(=O)c1ccc2c(c1)c(=O)n(C)c(=O)n2C
→ -2	112	-7	100	106	4	2	95
Cc1cc(N/N=C/c2ccc(O)cc2O)nc(-c2ccccc2O)n1
→ 3	99	5	82	105	-4	12	101
COC(=O)c1c(NC(=O)c2cccnc2)sc(C)c1C
→ 5	100	-6	104	97	0	71*	97
O=C(NC(Cc1ccccc1)C(=O)O)/C(=C/c1ccccc1)NC(=O)c1ccco1 (stereo not given)
→ 0	66[may fluoresce violet]	4	100	220*[may fluoresce violet]	13	0	22*[may fluoresce violet]
CCOc1ccc(NC(=O)Cc2cccc3ccccc23)c([N+](=O)[O-])c1
→ -8	89	15	86	95	7	0	95
Cc1cc2nc(-c3ccc(SCC(=O)Nc4ccc5c(c4)OCCO5)nc3)[nH]c2cc1C
→ -2	97	-2	119	96	-1	16	99
O=C(COC(=O)CCCN1C(=O)c2cccc3cccc(c23)C1=O)Nc1cccc(C(F)(F)F)c1
→ -1	86	0	95	96	5	0	100
CCCCn1c(=O)cc(O)c2ccccc21
→ -6	103	-2	87	108	-2	-1	103
CCc1ccccc1NC1c2ccccc2C(=O)N1c1cccnc1 (stereo not given)
→ -8	97	-13	119	99	-7	0	101
Cc1cc(C)[n+](Cc2ccccc2)cc1C(N)=O
→ 4	104	4	99	101	6	-2	99
O=C(Cn1c(CO)nc2ccccc21)Nc1ccc2c(c1)OCCCO2
→ 2	123	1	91	110	0	0	114
COc1cc2oc3ccc(C#Cc4ccccn4)cc3c(=O)c2cc1OC
→ -8	112	5	102	95	-2	-3	96
COc1ccc(/C=C/c2cc[n+](C(=O)Cc3ccccc3)cc2)cc1
→ -10	103	nt	108	102	-8	1	99
CCOC(=O)Cc1csc(NC(=O)c2ccncc2)n1
→ -4	105	0	113	101	-6	7	97
O=C(Nc1ccc(S(=O)(=O)Nc2ncccn2)cc1)c1cccnc1
→ -7	89	3	95	100	4	12	103
Cc1c2ccccc2c(C)c2c1ccc1ccccc12
→ 5	146	nt	93	90	-3	18	99
CCCCn1nc2cc(C(=O)NCCc3cccs3)ccc2c1OCC
→ 0	109	-2	93	105	10	12	108
O=C(NCc1cccs1)C1CCN(S(=O)(=O)c2ccc(Cl)cc2)CC1
→ 1	95	-2	104	103	6	-1	105
COc1ccc(COC(=O)Oc2ccc(CNC(C)=O)cc2OC)c([N+](=O)[O-])c1
→ -5	90	-1	99	97	-5	10	99
Cc1ccccc1CN1C(=O)CS/C1=N/N=C/c1ccco1
→ 14	100	0	97	94	11	1	97
COc1ccccc1OCc1nc(C#N)c(NCc2ccco2)o1
→ 6	93	4	97	99	4	19	97
CCN(CC)C(=O)[C@H]1CC(CC(=O)NCCCOC)C(=O)N2CCc3c([nH]c4ccccc34)[C@]12C (stereo not given in full)
→ 4	89	11	101	85	-3	1	91
COc1ccc(S(=O)(=O)Cc2ccc(C(=O)O)o2)cc1
→ 4	85	4	106	97	6	-3	102

# A run of entries from further up, for reference:
# Fields – proCasp7 act	LAP4 TOR yeast	JMJD2C inh	Yeast superoxide	MEP2-GFP yeast	procasp3 activ	AHR activator	RPL19A-GFP yeast
CCOc1cc(/C=C\c2nc(O)c([N+](=O)[O-])c(=O)[nH]2)ccc1OC(C)CC (stereo not given)
→ 5	89	-17	93	98	-4	1	101
Cc1ccc(/C=C/C(=O)NCc2cccs2)o1
→ -17	106	-2	114	106	4	6	106
CC1CN(C(=O)c2ccc(S(=O)(=O)Nc3cccc(C(F)(F)F)c3)cc2)CC(C)O1 (stereo not given)
→ -5	95	-9	96	96	-11	4	95
CC(C)c1ccc(NC(=O)C2CC(=O)N(C(C)C)C2)cc1 (stereo not given)
→ 4	91	4	109	92	-3	12	93
CSCCC(NC(=O)c1ccco1)c1nc2ccccc2[nH]1 (stereo not given)
→ -3	97	-6	89	101	4	1	94
CCOc1ccc(NC(=O)CN(C)C(=O)c2c(-c3ccccc3Cl)noc2C)cc1OCC
→ -2	97	-2	98	93	8	12	97
CCCOc1ccc(CSc2ncn[nH]2)cc1
→ -1	106	16	90	98	-7	7	100
CC(O)CN1CCN(C(=O)CN2C(=O)NC(c3ccccc3)(c3ccccc3)C2=O)CC1 (stereo not given)
→ 16	93	0	97	105	4	-1	110
Cc1cccc(NC(=O)c2ccc3nc(N4CCOCC4)sc3c2)c1C
→ 1	104	25	108	106	4	10	103
CC(C)C(NS(=O)(=O)c1ccccc1)C(=O)N1CCN(C(=O)c2ccco2)CC1 (stereo not given)
→ -2	106	4	103	108	-3	0	107
O=C(Nc1ccc(F)c(Cl)c1)N1CCCC1
→ -7	115	-1	101	114	-2	0	101

# Going on with the list.
# Fields – proCasp7 act	LAP4 TOR yeast	JMJD2C inh	Yeast superoxide	MEP2-GFP yeast	procasp3 activ	AHR activator	RPL19A-GFP yeast
O=C1NC(=O)/C(=C\c2ccc(Oc3cnccn3)cc2)S1
→ -2	95	-2	82	102	-3	10	100
COC(=O)CC1C(=O)NCCN1C(=O)c1ccc2oc(C(C)C)nc2c1 (stereo not given)
→ 15	90	-2	102	107	-1	2	101
COc1ccc(/C=C2\N=C3CCCCCN3C2=O)cc1
→ 1	98	6	99	107	3	3	108
CCC(CC)c1nnc(NC(=O)C2CCCO2)s1 (stereo not given)
→ 0	108	5	90	101	8	2	100

# Compound activity: PubChem BioAssay, several laboratories
